Glyco luc inh: blocks N-linked glycosylation in D54 reporter cells; D54 ERlucT glycosylation luciferase reporter, 24 h; percent of 100 nM tunicamycin response; reporter increase, % at 12.5 µM; hit rate 0.23% among 360,000; AID 588692;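 active = mean luciferase reporter signal, scaled so untreated is 0 and the glycosylation-blocking control 100, at or above a set limit in every replicate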;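 note: luciferase carries N-glycosylation sites so blocking glycosylation raises the light; 0% = median of neutral control wells and 100% = median of 100 nM tunicamycin wells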
Cardio protect: modulators protecting cardiomyocytes from myocardial damage; H9c2 cardiomyocytes, H2O2 injury protection, ATPLite, 2 h; protection from H2O2 cell death, % at 20 µM; AID 588492; hit rate 0.63% among 360,000;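 active = compounds giving at least 50% protection of heart cells from peroxide-induced death in the single-dose screen, raw or plate-pattern-corrected value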;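 note: 0% = DMSO wells with peroxide and 100% = DMSO wells without peroxide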
ABHD5 PLIN5 PPI: ABHD5-PLIN5 protein interaction inhibition | Q00G26+Q8WTS1 | Split G. princeps luciferase complementation, luminescence, 4 h | inhibition, % at 4 µM | hit rate 0.78% among 360,000;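 active = inhibition above the mean inhibition across every tested compound plus 3 SD, cut at about 22% in these data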;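 note: 0% = DMSO only wells and the 100% control is not disclosed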
TLR9-MyD88 inh: TLR9-MyD88 interaction inhibition | Q9NR96+Q99836 | inhibition, % at 4.98 µM | CHO BLA complementation TLR9-MyD88, CCF4 FRET ratio | AID 504734 | hit rate 0.21% among 340,000;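 active = inhibition above the mean over all tested compounds plus 3 SD, cut at about 21% in these data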;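 note: 0% = DMSO only wells and 100% = clavulanate BLA inhibitor control wells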
MC4R barr agon: agonists of human melanocortin 4 receptor (MC4R) beta-arrestin; U2OS MC4R beta-arrestin complementation, luminescence; percent of melanotan II response, DMSO zero; activation, % at 8.9 µM; hit rate 0.98% among 360,000; P32245; AID 540308;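 active = activation above a per-plate cutoff, the mean activation of sample wells on that plate plus 3 SD, cut at about 8% in these data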
HTR2A ag: mouse HTR2A agonism via beta-arrestin recruitment; AID 624169; activation, % at 7.6 µM; hit rate 0.66% among 360,000; P35363; CHO-K1 mHTR2A beta-arrestin complementation, luminescence; percent of 30 µM serotonin response;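 active = activation above a run cutoff, the mean activation of all tested compounds plus 3 SD, cut at about 14% in these data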;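 note: 0% = plate median of compound wells and 100% = 30 µM serotonin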
ABCB6 inh 2: inhibitors of human ABC transporter ABCB6. fluorescence ratio to DMSO, % at 10 µM. K562-ABCB6 porphyrin accumulation, flow cytometry, 1 h; hits give low values. Q9NP58. AID 602162. hit rate 0.19% among 360,000;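 active = fluorescence ratio to DMSO below 75%, the collection mean minus 3 SD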;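 note: signal is porphyrin accumulated inside mitochondria; 100% equals median channel fluorescence of DMSO control wells; lower ratio means ABCB6 inhibition with less porphyrin fluorescence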
Target sequence (Q9NP58 whole entry, looked up): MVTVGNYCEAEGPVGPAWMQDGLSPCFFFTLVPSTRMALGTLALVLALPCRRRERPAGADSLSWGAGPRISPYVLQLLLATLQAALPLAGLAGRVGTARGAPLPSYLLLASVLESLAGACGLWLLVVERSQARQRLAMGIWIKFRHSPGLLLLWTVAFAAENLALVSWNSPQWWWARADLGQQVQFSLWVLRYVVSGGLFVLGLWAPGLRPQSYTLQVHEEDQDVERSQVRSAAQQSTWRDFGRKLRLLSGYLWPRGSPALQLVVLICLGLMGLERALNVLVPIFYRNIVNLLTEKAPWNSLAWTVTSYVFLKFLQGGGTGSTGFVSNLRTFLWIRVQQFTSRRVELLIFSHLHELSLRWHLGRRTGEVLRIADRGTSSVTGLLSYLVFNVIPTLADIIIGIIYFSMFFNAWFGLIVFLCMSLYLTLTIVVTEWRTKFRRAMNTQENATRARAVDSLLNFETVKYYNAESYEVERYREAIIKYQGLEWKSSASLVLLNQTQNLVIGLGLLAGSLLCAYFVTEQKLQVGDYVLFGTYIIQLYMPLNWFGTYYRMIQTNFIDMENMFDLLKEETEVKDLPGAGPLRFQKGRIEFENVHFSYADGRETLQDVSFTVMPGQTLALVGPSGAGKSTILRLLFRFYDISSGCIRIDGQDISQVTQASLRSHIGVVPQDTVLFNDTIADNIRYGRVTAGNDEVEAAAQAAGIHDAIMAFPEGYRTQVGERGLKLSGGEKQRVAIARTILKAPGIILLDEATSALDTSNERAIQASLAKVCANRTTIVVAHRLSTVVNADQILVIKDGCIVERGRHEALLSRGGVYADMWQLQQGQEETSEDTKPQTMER
SRC2 inh: human SRC2 (NCOA2) inhibition; Q15596; HEK293 GAL4-SRC2 luciferase reporter, luminescence; inhibition, % at 9 µM; hit rate 0.17% among 370,000; AID 651957;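 active = inhibition above the mean inhibition of all tested compounds plus 3 SD, set per campaign, cut at about 52% in these data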;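 note: 0% = DMSO treated cells and 100% = cells given Gossypol at 36 µM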
MC4R antagonist: antagonists of human melanocortin 4 receptor (MC4R); hit rate 0.48% among 360,000; AID 540295; inhibition, % at 6.5 µM; MC4R-expressing cells, MTII-stimulated cAMP, LANCE TR-FRET;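 active = inhibition above its plate's cutoff, the mean of tested wells on that plate plus 3 SD, cut at about 29% in these data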;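 note: 0% = Melanotan II alone and 100% = Melanotan II plus saturating MCL0020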
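Assay system: U2OS cells stably expressing human melanocortin 4 receptor (MC4R) / Dosing: 6.5 µM / Timing: compound 30 min, challenge 1 h, detection 1 h / Measured by: Eu-cAMP/anti-cAMP TR-FRET, emission 671 nm / Replicates: singlicate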
NOD2-RIPK2 inh: inhibitors of human NOD2-RIPK2 interaction | AID 624267 | hit rate 0.38% among 360,000 | inhibition, % at 4.98 µM | CHO BLA complementation NOD2-RIPK2, CCF4 ratio; in the data active = inhibition above about 21%;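 note: 0% = vehicle only and 100% = reference blocker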
* = called active by the depositor; i = inactive; . = no result given.

smiles,MC4R antagonist,SRC2 inh,HTR2A ag,ABCB6 inh 2,Glyco luc inh,TLR9-MyD88 inh,Cardio protect,MC4R barr agon,ABHD5 PLIN5 PPI,NOD2-RIPK2 inh
COC(=O)C1CSC(C(=O)OC)N1C(=O)CN1CC(C)OC(C)C1 (stereo not given),4,-15,1,99,1,-5,-6,-1.4,6,-6
O=C(CCc1nnc2ccc(NCCCN3CCCC3=O)nn12)NCc1ccccc1Cl,14,8,-9,98,1,-11,0,-1.7,-1,-6
Cc1cc(C(=O)COC(=O)C2=COCCO2)c(C)n1-c1ccc2c(c1)OCO2,5,-38,-3,101,0,4,-7,-0.6,-3,3
CCO/C(C)=C1\C(=O)N(CC)c2ccccc21,-8,-5,3,98,0,-3,-4,-2.2,-3,1
C=CCNc1nc2ccccc2nc1NS(=O)(=O)c1cccc(C)c1,20,-10,-1,107,1,-8,4,-0.4,-2,-10
Cc1ccc(/C=N/n2c(-c3ccco3)n[nH]c2=S)s1,12,-19,-2,100,1,3,8,-0.8,-1,-13
CN1C(c2ccccc2)CC(=NO)CC1c1ccccc1 (stereo not given),12,-18,-3,i,-1,-1,-9,1.1,13,2
COCCn1c(=S)[nH]c2sc3c(c2c1=O)CCC(C)C3 (stereo not given),5,-10,-4,95,-1,-4,1,-1.7,-3,-5
O=S(=O)(Nc1cccc(S(=O)(=O)N2CCCCCC2)c1)c1ccccc1,16,3,-2,96,1,0,-6,-4.3,-8,-1
CCCN1CCN(CCCNC(=S)Nc2ccc(F)cc2)CC1,8,26,2,98,-4,1,4,0.5,1,-2
O=C1CC(=O)N(Cc2ccco2)C(=S)N1,9,.,0,93,4,-1,8,0.5,0,0
CC1CCN(C(=O)c2ccc3c(Cl)c4c(nc3c2)CCCC4)CC1,0,-12,-1,99,0,1,-2,0.7,4,6
COc1ccc(Cl)c(Cn2c(NCc3ccccn3)nc3c2c(=O)n(C)c(=O)n3C)c1,-6,5,-1,92,2,3,3,-2.2,-4,-2
O=C(Nc1cccnc1Cl)c1ccc(Cl)c([N+](=O)[O-])c1,11,-36,2,96,2,2,-1,-0.5,2,2
COc1cccc(NC(=O)NCc2c(-c3ccccc3)noc2C)c1,-2,21,1,84,-1,-5,-7,-1.0,4,5
C[C@@H]1CN([C@H](C)CO)C(=O)CCCn2nncc2CO[C@H]1CN(C)C(=O)Cc1ccccc1,2,14,-3,83,0,-18,12,0.2,2,-9
COc1ccc(/C=N/Nc2nccnc2Cl)c(OC)c1,3,-52,2,99,-2,-12,-7,-1.0,-4,-2
O=c1nc2sc3ccccc3n2c(=O)n1-c1cccc(Cl)c1,2,.,2,100,-3,-1,-2,-0.5,0,-14
CCSc1ccccc1C(=O)N1CCN(c2ccc([N+](=O)[O-])cc2)CC1,-6,34,-1,92,2,-4,-10,-4.0,-4,-10
CC(=O)c1c[nH]c(C(=O)NC2CCCCCC2)c1,0,-7,-1,97,.,-4,-3,-3.6,2,-2
Cc1ccc(-c2csc3nc[nH]c(=O)c23)cc1C,-7,18,1,99,-1,-7,-4,-2.0,-4,-7
Cc1cccc(NC(=O)C2CC(=O)OC23CCCCC3)c1 (stereo not given),1,4,-3,93,-2,-2,-7,-0.2,0,-9
CC(C)(C)NC(=O)C(c1cc2ccccc2o1)n1c(=O)c(-c2ccccc2)nc2ccccc21 (stereo not given),.,-4,4,.,.,.,.,.,8,-5
O=C(CCN1CCC(c2ccccc2)C1)c1ccccc1 (stereo not given),22,.,11,94,-1,7,-20,-0.9,-5,1
COc1cccc(CNC(=O)c2nnn(CC(=O)Nc3ccc(Br)cc3)c2N)c1,-1,-3,7,99,-4,9,-6,-1.1,-3,13
CCOCCCNC(=S)N(CCO)Cc1cc2cc3c(cc2[nH]c1=O)OCCO3,0,13,5,96,4,-15,8,-2.8,-10,4
O=C(OC(C(=O)NC1CCCC1)c1ccncc1)C1=Cc2ccccc2OC1 (stereo not given),7,9,1,102,0,3,7,-0.8,-5,-16
CCCn1c(C)cc(C(=O)COc2ccc(S(=O)(=O)N(CC)CC)cc2[N+](=O)[O-])c1C,4,11,-7,91,-6,-2,-7,-1.8,2,2
N=C1C(c2ccccc2)=C(O)CN1CCO,4,-41,6,116,3,-6,2,4.0,6,-11
COC(=O)c1cn(-c2ccc(F)cc2)c(=O)c2ccccc12,12,-1,-5,95,2,-8,0,1.4,2,-17
N#Cc1c(NC(=O)CSCC(=O)O)sc2c1CCCC2,5,14,-3,100,-1,1,0,0.3,-4,2
Cc1ccc(-n2c(SCC(=O)NCC3CCCO3)nnc2-c2ccoc2C)cc1 (stereo not given),7,2,-3,89,-2,-7,-7,-2.0,1,0
CCOc1ccc2nc3c(cc2c1)CN(CCOC)C(=NC)S3,7,1,1,94,-1,6,-3,-1.4,4,-5
COC(=O)CSc1snnc1-c1ccc(F)cc1,-3,-6,3,107,1,-12,-1,-1.8,3,0
CN1CCN(CCCNC(=O)Nc2cccc3ccccc23)CC1,11,9,2,102,1,-2,2,1.6,1,-7
COc1ccc(C(=O)CN(C(=O)c2ccc(Cl)cc2)N2C(=O)c3ccccc3C2=O)cc1,6,6,1,97,0,1,4,-1.1,-7,-12
N#Cc1ccc(CN2CCN(C(=O)Cn3nc(C(N)=O)c4ccccc4c3=O)CC2)cc1,18,19,1,93,0,-17,0,-1.7,-4,-3
Cc1[nH]c(=O)[nH]c(=O)c1S(=O)(=O)N1CCCCC1,0,-14,-1,95,1,-4,0,-2.5,29*,4
Cn1c(=O)c([N+](=O)[O-])c(-n2cnc3ccccc32)c2ccccc21,6,-26,-1,93,19,.,23,0.5,19,-14
CCOC(=O)c1c(C)[nH]c(C(=O)OC/C(O)=C(\C#N)c2nc3ccccc3[nH]2)c1C,-6,.,-2,99,3,8,-1,0.2,-2,-5
N#Cc1ccc(Oc2ccc(-c3nc4ccccc4nc3-c3ccccc3)cc2)cc1C#N,1,11,4,97,-8,0,1,-1.3,3,-9
O=C(CSc1oc(-c2ccco2)nc1S(=O)(=O)c1ccc(F)cc1)NCC1CCCO1 (stereo not given),17,-9,2,97,-1,0,8,-1.2,7,-5
CC(=O)c1c(C)nc2ccc(Br)cc2c1-c1ccccc1,21,-7,-4,103,-4,-9,0,2.8,3,-10
Cc1ccc2nc(NCc3ccccc3)c(C=O)c(=O)n2c1,11,2,4,101,1,3,6,-0.5,3,0
S=C1NC(c2cccs2)=CC(c2ccc(Br)cc2)N1 (stereo not given),7,7,3,99,-4,-7,-10,0.9,-12,-15
CC12COC3(C(=O)Nc4nccs4)CC1CCC32C (stereo not given),0,5,4,89,-1,-4,2,-1.9,-6,-8
O=C(N/N=C/c1ccc(OCC(=O)N2CCCC2)cc1)C(=O)NC1CC1,0,13,0,93,0,3,7,-2.8,4,-5
Cc1cc(C)c(NC(=O)CN(C)C(C)C(=O)N2CCc3ccccc32)c(C)c1 (stereo not given),-3,-4,-3,100,5,1,-11,-3.5,1,-9
CCOc1ccccc1CN1CCN(Cc2ccc3cc(F)ccc3n2)CC1CCO (stereo not given),5,4,-3,92,0,8,6,0.0,2,-5
CC(Sc1nnc(COc2ccc([N+](=O)[O-])cc2)n1-c1ccccc1)C(=O)O (stereo not given),-2,.,2,103,-1,0,3,-1.6,3,0

Other structures
smiles,MC4R antagonist,SRC2 inh,HTR2A ag,ABCB6 inh 2,Glyco luc inh,TLR9-MyD88 inh,Cardio protect,MC4R barr agon,ABHD5 PLIN5 PPI,NOD2-RIPK2 inh
CCOc1cc(C#N)c(NC(=O)c2cccnc2)cc1OCC,-8,-11,-4,99,16,-13,12,-1.7,2,5
CCC(CC)C(=O)Nc1ccc(S(=O)(=O)Nc2nccs2)cc1,12,-8,-4,100,1,2,-6,-3.9,-3,1
O=C(Nc1ccccc1)N1CCN(c2ncccn2)CC1,5,25,4,100,1,-1,4,-0.5,4,-15
Cc1cccc(C)c1NC(=O)C1CCN(C(=O)c2cccs2)CC1,9,-28,10,95,-1,-13,-1,-0.7,9,-11
CN(CC(=O)NC1CCCCC1)S(=O)(=O)c1ccc(Br)s1,-2,-8,1,98,1,-3,6,-1.5,0,6
OCCNCc1cccc(OCc2ccccc2Cl)c1,10,12,-3,98,-3,-6,20,2.4,2,5
COc1ccc(CC(=O)N/N=C(\C)c2cccc(NC(=O)C3CC3)c2)cc1,4,-5,-4,97,0,-8,-4,0.1,2,-6
CCCCNc1c(-c2ccc(OC)c(SC3CCCCC3)c2)nc2ccc(Cl)cn12,14,-1,2,97,-7,7,-7,0.4,-3,10
CCC(=O)c1ccc(OCC(=O)OCC(=O)NC2CCCC2)cc1,10,8,4,90,0,-9,0,-1.3,5,-4
COc1cc(SC)ccc1C(=O)OC(C)C(=O)NC1CCCC1 (stereo not given),5,7,-3,103,0,8,4,-1.8,2,-2
COC(=O)C1=C(O)/C(=C\c2ccc(OCC(=O)Nc3ccccc3)cc2)N=C1C,1,-48,-4,102,1,-2,0,-2.8,-1,0
COc1ccc(NC(=O)c2sccc2SCC#N)cc1,0,-76,1,97,-1,15,2,-0.5,1,-3
Cc1cc(OCC(=O)NCCc2c[nH]c3ccccc23)c2c(C)cc(=O)oc2c1,6,-13,1,106,-8,-13,8,-1.1,4,1
COC(=O)C1(CO)NC(c2ccc(C)cc2)C2C(=O)N(c3ccccc3)C(=O)C21 (stereo not given),4,-16,0,102,2,1,0,-0.2,1,6
CCn1c2ccc(C)cc2c2nc3cc(C(=O)O)ccc3nc21,8,-129,4,103,3,13,6,3.7,1,-4
CCOC(=O)c1ccc(OCCOc2ccccc2C)cc1,10,-25,2,96,0,-2,-9,1.1,-2,-12
CCCN(CC(=O)Nc1ccc(F)c(F)c1F)C(=O)c1ccc2c(c1)NC(=O)CS2,13,10,0,96,-4,-2,-9,0.3,5,12
CCN1CCCSC1=S,9,19,-2,100,0,.,1,-1.4,-11,-1
CC(C)CSC1=NSC2=NC(=O)/C(=C\c3ccccc3)C(=N)N12,0,-30,0,92,-5,6,-24,-0.9,-8,7
CCOC(=O)C1CCCN(CCC(=O)Nc2cccc(C)c2)C1 (stereo not given),4,-10,4,95,1,6,12,0.1,3,-1
O=C(NCc1ccco1)c1cc2nc(-c3cccs3)cc(C(F)(F)F)n2n1,-6,19,-4,91,4,7,2,0.2,23*,19

From PubChem BioAssay

Only part of the results is shown; the hit share may differ from the screen's.
